# Screening results from PubChem BioAssay.
# DRD3 antagonist: D3 dopamine receptor (human) antagonism | AID 652054 | max response, negative = inhibition, % | 2.5% of 360,000 active | P35462 | D3R cells, DiscoveRx beta-arrestin luminescence, antagonist mode; hits give low values; in the data active means max response below about -50%; inconclusive means no clear call, values can overlap the other calls; further: on the % scale 0 is the no-effect control and ±100 the full control effect; mostly tested at two doses, the higher about 12 µM
# Target sequence (P35462 whole entry, looked up): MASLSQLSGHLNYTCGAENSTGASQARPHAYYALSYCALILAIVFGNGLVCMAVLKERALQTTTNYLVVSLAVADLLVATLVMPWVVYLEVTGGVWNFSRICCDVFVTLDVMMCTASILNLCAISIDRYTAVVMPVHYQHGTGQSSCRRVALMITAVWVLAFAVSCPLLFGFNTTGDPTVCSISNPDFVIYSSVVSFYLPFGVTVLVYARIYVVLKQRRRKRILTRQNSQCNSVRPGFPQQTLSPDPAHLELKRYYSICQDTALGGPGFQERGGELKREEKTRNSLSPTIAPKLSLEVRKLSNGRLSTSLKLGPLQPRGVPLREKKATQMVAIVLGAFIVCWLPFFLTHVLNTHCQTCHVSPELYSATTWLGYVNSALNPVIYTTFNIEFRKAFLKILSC
#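 Cells plated overnight at 1500 cells/well, then exposed to library compounds with dopamine controls for 90 minutes at 37 degrees C. DiscoveRx reagent added for 30–60 minutes at room temperature; luminescence read, quantitative HTS format.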
# SW480 rerep: induces DNA re-replication in SW480 colon adenocarcinoma cells; SW480 DNA re-replication, Hoechst DNA content imaging, 48 h; Potency, µM (titrated, usually from 46.1 µM), for inactives: at the highest dose re-replication activation, hits mostly activators; 1.8% of 340,000 active; further: potency means the concentration at half of the fitted maximal effect; % of control where 0% means no effect; nearly all actives have a fitted effect of over 55% in size
#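 Readout is total intensity of Hoechst-stained nuclei, excited at 405 nm and collected at 500-530 nm. Compound treatment lasted 48 hr at 37 C in 5% CO2 before staining.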
# HT1080 IDH1KD tx: toxicity to HT-1080 IDH1 knockdown cells (counter line). HT-1080 IDH1 knockdown viability, ATP luminescence, 48 h. Potency, µM (highest dose often 46.1 µM), without a hit: at the highest dose activity, negative = toxicity, hits mostly cytotoxic. 2% of 360,000 active. AID 686971;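 further: potency means the concentration at half of the fitted maximal effect; 0% = DMSO wells and -100% = cell-free medium wells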
#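 IDH1KD HT-1080 cells, 750/well, RPMI + 5% FBS; compound pinned after 2 h settling; 48 h, 37 °C; CellTiter-Glo luminescence; % activity normalised to DMSO and no-cell wells; curves fitted, classed by r2 and efficacy.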
# KB-V1 MDR tox: kills drug-selected multidrug resistant KB-V1 cells. 3.4% of 400,000 active. KB-V1 MDR cells viability, CellTiter-Glo, 72 h. Potency, µM (highest dose often 46.1 µM), inactives show at the highest dose activity change, negative = cytotoxicity, most hits filed as cytotoxic. AID 1347076; further: potency means the concentration at half of the fitted maximal effect; on the % scale 0 is the no-effect control and ±100 the full control effect; nearly all actives have a fitted effect of over 60% in size
#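 Cells of the MDR subline KB-V1 are plated, dosed with compound at multiple concentrations, and incubated 72 h at 37 degrees C; CellTiter-Glo is then added and luminescence read after 10 min.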
# D3 ag: activates the human D3 dopamine receptor; P35462; D3R DiscoveRx beta-arrestin cells, luminescence, 90 min; max activation, %; 0.58% of 410,000 active; in the data active means max activation above about 30%; further: 0% is about no effect; mostly tested at two doses, the higher about 12 µM
#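 Agonist mode: compounds and dopamine controls were applied to plated cells for 90 min at 37 degrees C after an overnight attachment at 1500 cells/well. Luminescent read-out followed 30 - 60 minutes at room temperature with DiscoveRx detection reagent.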
# IL1B secr inh: blocks inflammasome-driven IL-1 beta release. THP-1 LPS/ATP IL-1B secretion, AlphaLISA, 16 h; hits give low values. activity change, % at 57.5 µM. 4.7% of 360,000 active. AID 743279; in the data active means activity change below about -50%; inconclusive means mostly about -30% to -49%; further: on the % scale 0 is the no-effect control and ±100 the full control effect
#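 Secreted IL-1B measured by AlphaLISA bead assay after 16 h compound exposure of THP-1 cells; compounds (final up to 57.5 uM) added 1 h before LPS (250 ng/mL) and ATP (1.25 mM) stimulation; lower signal means less secretion.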
# HT1080-NT tox: kills 2HG-producing HT-1080-NT fibrosarcoma cells | HT-1080-NT fibrosarcoma viability, CellTiter-Glo ATP luminescence, 48 h | Potency, µM (series often up to 46.1 µM), for inactives: at the highest dose activity, negative = less viability, most hits filed as cytotoxic | 1.6% of 360,000 active | AID 686970;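 further: NT is the 2HG producing partner of a matched IDH1 knockdown line; potency means the concentration at half of the fitted maximal effect; 0% = DMSO-treated cells and -100% = media-only wells without cells; nearly all actives have a fitted effect of over 55% in size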
#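 Luminescent CellTiter-Glo readout after 48 hours of compound exposure at 37 degrees C defined viability of HT-1080-NT cells. Activity was normalized to DMSO wells and cell-free media wells; concentration-response curves were fitted and assigned curve classes.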
# GLP1R ag: agonists of human GLP-1 receptor. P43220. HEK293 GLP-1R CRE-luciferase, luminescence, 4-6 h; cells express a hypersensitive GLP-1R form. Potency, µM (doses to about 45.6 µM), for inactives: at the highest dose activation, usual class: activators. 0.007% of 380,000 active. AID 624172; further: potency means the concentration at half of the fitted maximal effect; % of control where 0% means no effect
# Target sequence (P43220 whole entry, looked up): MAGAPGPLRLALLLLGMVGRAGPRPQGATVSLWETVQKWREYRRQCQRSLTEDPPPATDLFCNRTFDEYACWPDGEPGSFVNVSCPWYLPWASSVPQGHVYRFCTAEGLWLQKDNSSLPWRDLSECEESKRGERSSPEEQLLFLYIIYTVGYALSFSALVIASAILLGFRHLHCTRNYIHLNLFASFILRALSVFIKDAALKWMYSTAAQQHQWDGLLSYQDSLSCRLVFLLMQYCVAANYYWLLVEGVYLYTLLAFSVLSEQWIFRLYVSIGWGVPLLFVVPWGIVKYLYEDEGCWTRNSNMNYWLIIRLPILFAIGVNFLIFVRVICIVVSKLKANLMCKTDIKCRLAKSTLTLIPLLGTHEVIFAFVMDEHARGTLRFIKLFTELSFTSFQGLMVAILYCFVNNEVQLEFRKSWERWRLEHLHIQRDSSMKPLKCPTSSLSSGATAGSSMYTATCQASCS
# KB-3-1 cytotox: KB-3-1 parental cell cytotoxicity. KB-3-1 viability, CellTiter-Glo ATP luminescence, 72 h. 1.4% of 400,000 active. Potency, µM (series often up to 46.1 µM), for the others: at the top dose activity change, negative = cytotoxic, usual class: cytotoxic; further: potency means the concentration at half of the fitted maximal effect; on the % scale 0 is the no-effect control and ±100 the full control effect; nearly all actives have a fitted effect of over 60% in size
#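 KB-3-1 cells, DMEM (no phenol red) + 10% FBS; compound by pin transfer, 72 h, 37 °C. Readout: CellTiter-Glo luminescence after 10 min. Data normalized, curve-fitted.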
# Active calls of the source: *; ? = inconclusive; . = no result given; & = joins results of further samples; [ ] = another dose, or the depositor's remark. Unless noted, the call rests on the fitted dose curve; in most records, active means well fitted curve in the direction sought with a large enough effect; inconclusive means small, poorly fitted or top-dose-only effect, or another doubt; inactive means no such curve, though single readings can be large; an effect the other way counts as inactive or inconclusive.
canonical_smiles,DRD3 antagonist,SW480 rerep,HT1080 IDH1KD tx,KB-V1 MDR tox,D3 ag,IL1B secr inh,HT1080-NT tox,GLP1R ag,KB-3-1 cytotox
CCc1cccc(C)c1N(C(=O)Cn1c(=O)[nH]c2ccccc21)C(C)COC (stereo not drawn),24.4,-1.6%,-0.5%,0.8%,5.7,-11.6,0.0%,2.2%,-0.3%
COCc1cc(C)nc2c1C(=O)NC(c1ccc(Br)cc1)N2Cc1ccccc1 (stereo not drawn),.,.,.,0.0%,-1.2,.,.,-6.0%,12.0%
CCOC(=O)C1CCN(CC(=O)Nc2c(C(=O)OC)[nH]c3cccc(C)c23)CC1,24.7,-4.4%,-10.3%,-3.1%,11.9,10.8,-0.2%,20.8%,20.7%
CCN(C(=O)COC(=O)c1cc(-c2ccccc2)nn1-c1ccccc1)C1CCS(=O)(=O)C1 (stereo not drawn),4.7,-1.1%,-2.0%,0.0%,1.3,20.8,-1.1%,-5.9%,-25.6%
COCc1ccc(-c2c(-c3ccc(OC)cc3)oc(=O)c3cc(OC)c(OC)cc23)cc1,97.7,16.1%,-14.7%,-6.1%,34.0*,28.1,-9.8%,26.1%,0.0%
COc1cc(OC)c(C2=NOC(C(=O)Nc3cc(C)nn3-c3ccccc3)C2)cc1Cl (stereo not drawn),20.6,0.8%,-5.9%,18.4µM*,0.4,-7.8,-0.3%,14.4%,-16.5%
CSc1nnc(-c2ccccc2)n1N,-2.5,-1.8%,7.7%,21.7%,2.5,23.7,7.5%,-6.4%,1.9%
CC(C)n1cc(CN2CCCC(C(=O)Nc3ccccc3Oc3cccnc3)C2)cn1 (stereo not drawn),3.4,?,1.3%,0.4%,-20.6,0.8,-0.3%,4.6%,-2.4%
CCOC(=O)N1CCC(N2Cc3cccc(C(=O)N4CCN(c5cccc(C)c5C)CC4)c3C2=O)CC1,0.1,0.1%,-12.7%,-16.2%,9.5,-10.8,-23.9%,18.9%,-12.7%
CCCCOC(=O)Nc1ccc(S(=O)(=O)Nc2ccc([N+](=O)[O-])cc2)cc1,-5.7,?,-2.0%,20.6µM*,-10.5,9.9,10.8%,5.7%,-4.1%
CCc1cccc(C)c1NC(=O)C1CC(=O)N(C2CCCC2)C1 (stereo not drawn),-28.5,19.8%,0.8%,-25.4%,0.2,-15.1,-4.9%[9.24 µM],0.0%,-10.1%
COc1cc(C2N(c3ccccc3)CCN2c2ccccc2)cc(OC)c1OC,-17.9,3.2%,13.1%,?,-7.4,-8.9,-5.1%,-4.3%,5.5%
CCCc1nnc(NC(=O)CS(=O)(=O)c2ccccc2)s1,-8.5,-12.1%,4.2%,21.8%,6.8,-7.9,8.9%,-0.6%,-2.9%
c1ccc(NC2=NCCN2CCC2CCCCC2)cc1,-63.0*,7.2%,-0.5%,?,-91.1,0.0,3.7%,-3.1%,10.6%
O=C(CCc1ccc(S(=O)(=O)NC2CCCCC2)cc1)NCc1ccc(Cl)cc1,-0.2,0.7%,5.3%,-11.0%,-1.6,1.9,1.1%,7.5%,-4.1%
COc1ccc(CN2CN=C(Nc3nc4ccccc4s3)NC2)cc1,9.1,-6.3%,2.8%,4.61µM*,-2.4,26.5,1.6%,-10.8%,0.0%
CC(C)(CO)N=C1NS(=O)(=O)c2cc([N+](=O)[O-])ccc21,10.9,-700.8%[inhibitor],1.7%,-21.4%,1.6,56.5,0.0%,-10.5%,5.0%
C(=C\c1nc(N2CCCCCC2)c2ccccc2n1)/c1ccccc1,17.8,?,?,18.4µM*,18.4,-92.6*,?,11.7%,-27.3%
CCCS(=O)(=O)N1CCC(C(=O)NCCCN(C)Cc2ccccc2)CC1,16.5,-7.3%,0.0%,21.3%,2.3,7.4,2.0%,-9.7%,7.3%
Cc1ccc(-c2csc3nc4cc(C(=O)NC5CCC(O)CC5)ccc4c(=O)n23)cc1 (stereo not drawn),-17.9,1.2%,-2.1%,?,-8.8,15.3,-11.7%,2.1%,-15.3%
C[C@H]1CN([C@@H](C)CO)C(=O)CCCn2cc(nn2)CO[C@@H]1CN(C)C(=O)Nc1ccc(F)cc1,5.5,.,5.1%,9.6%,2.3,3.7,12.0%,11.4%,0.0%
CC(C)C[C@]1(c2ccccc2)ON(c2ccccc2C(F)(F)F)C1=O,8.3,?,-14.6%,8.1%,12.7,-10.8,-2.1%,-2.5%,4.1%
CN1CCC(=O)N([C@H](CN=[N+]=[N-])c2ccccc2)CC1,24.3,-1.8%,1.0%,0.0%&2.2%,5.2,37.5,0.0%,-1.8%,14.3%&16.4%
CCc1nnc(NC(=O)CSc2nnc(Cc3ccccc3)n2-c2ccc(OC)cc2)s1,-13.0,-3.5%,5.2%,10.7%,0.1,9.1,7.5%,-11.2%,21.6%
C[C@@H]1CN([C@@H](C)CO)C(=O)CCCn2cc(nn2)CO[C@H]1CN(C)C(=O)c1ccc2ccn(C)c2c1,40.2,.,3.1%,-18.2%,7.2,19.8,-12.4%,4.0%,0.7%
COc1cccc(NC(=O)CN2CCN(S(=O)(=O)c3ccc(F)cc3)CC2)c1,21.2,1.2%,11.7%,-19.1%,1.8,-6.1,-11.3%,4.2%,-7.0%
COc1ccc(CCNC(=O)c2ccc(OCC(=O)N3CCOCC3)c(OC)c2)cc1OC,-10.8,3.0%,-20.0%,.,-19.1,-12.0,0.8%,4.5%,.
COc1ccc(OCC(=O)N(C)CC2COc3ccccc3O2)cc1 (stereo not drawn),-23.1,18.3%,-9.3%,-28.4%,-10.5,-5.3,-10.7%,-1.2%,?
CCOC(=O)C1C(=O)OC(C)(C)C1C(C)C(=O)c1ccc(OC)cc1 (stereo not drawn),38.2,-9.3%,1.9%,?,25.7,14.0,-3.0%,0.0%,-4.9%
O=C(CCCn1c(=O)c2sccc2n(CC(=O)NCC2CCCO2)c1=O)NCc1ccco1 (stereo not drawn),-27.5,-7.1%,21.5%,8.8%,-5.0,0.4,2.3%,7.1%,5.3%
C=CCN(CC=C)Cc1cc(=O)oc2cc(OC)c(Cl)cc12,14.8,.,4.0%,3.7%,4.7,-21.6,14.0%,20.1%,-0.2%
Cc1cc(C)n(-c2nc3c(c(=O)n(C)c(=O)n3C)n2CCO)n1,-3.0,-2.3%,5.5%,-0.1%,-7.1,21.0,-0.5%,-1.5%,-0.5%

# Entries of single compounds as entered above.
# O=C(CCCn1c(=O)c2sccc2n(CC(=O)NCC2CCCO2)c1=O)NCc1ccco1 (stereo not drawn) is listed with DRD3 antagonist = -27.5; SW480 rerep = -7.1%; HT1080 IDH1KD tx = 21.5%; KB-V1 MDR tox = 8.8%; D3 ag = -5.0; IL1B secr inh = 0.4; HT1080-NT tox = 2.3%; GLP1R ag = 7.1%; KB-3-1 cytotox = 5.3%
# Cc1cc(C)n(-c2nc3c(c(=O)n(C)c(=O)n3C)n2CCO)n1 is listed with DRD3 antagonist = -3.0; SW480 rerep = -2.3%; HT1080 IDH1KD tx = 5.5%; KB-V1 MDR tox = -0.1%; D3 ag = -7.1; IL1B secr inh = 21.0; HT1080-NT tox = -0.5%; GLP1R ag = -1.5%; KB-3-1 cytotox = -0.5%

# More records follow:
canonical_smiles,DRD3 antagonist,SW480 rerep,HT1080 IDH1KD tx,KB-V1 MDR tox,D3 ag,IL1B secr inh,HT1080-NT tox,GLP1R ag,KB-3-1 cytotox
CCN1C(=O)[C@@H]2[C@H](C1=O)[C@@H]1C(=O)Nc3ccccc3C(=O)N1[C@@H]2c1cccc(OC)c1,23.2,-1.4%,13.1%,?,-4.4,12.4,10.5%,-2.3%,0.0%
COc1ccc(OC)c2c(C)cc(N3CCCCCC3)nc12,-12.5,?,-22.6%,?,-10.1,-11.0,-7.3%,-1.7%,-22.4%
COc1ccc(C)cc1NC(=O)NNC(=O)C(C)Oc1ccc([N+](=O)[O-])cc1 (stereo not drawn),-28.5,-2.0%,-20.3%,3.9%,-1.3,27.8,?,4.3%,3.7%
CCSc1nnc(-c2cc(Br)ccc2NC(C)=O)c(=O)[nH]1,10.9,-9.9%,12.4%,1.4%,-0.1,3.7,7.0%,-2.2%,?
Cc1cc(C)n2nc(C(=O)OCC(=O)N(C)Cc3ccccc3)nc2n1,7.8,-94.3%[inhibitor],12.8%,7.5%,5.5,0.7,11.9%,6.2%,2.3%
CSc1nc2c(cc1C#N)C(=O)CC(C)(C)C2,-1.8,-4.3%,0.4%,?,7.1,31.1,-9.8%,8.4%,1.3%
O=C(CCSc1ccccc1Cl)NNC(=O)c1ccncc1,-5.3,-4.6%,0.7%,13.3%,-0.4,-1.9,0.8%,-6.5%,-4.9%
COc1ccccc1N1CCN(/N=C/c2c(C)nn(-c3ccccc3)c2C)CC1,20.4,-4.1%,16.0%,6.5%,-2.3,-21.7,0.4%,-2.5%,12.0%
O=C(Cc1cccc2ccccc12)NCCC1=CCCCC1,-16.3,0.0%,-1.0%,-5.2%,0.3,-2.1,-0.4%,14.7%,-8.8%
Cc1cccc(NC(=O)CN2CCN(C(=O)c3ccc(-c4nc5ccccc5s4)o3)CC2)c1C,31.6,-468.0%[inhibitor],-2.7%,-27.2%,25.6,74.4,-0.4%,16.2%,-12.2%
CCOC(=O)c1cc(S(=O)(=O)N2CCN(c3ccccc3)CC2)[nH]n1,.,.,.,0.0%,-8.4,.,.,-0.7%,-11.4%
CC1S/C(=N/N=C/c2ccco2)NC1=O (stereo not drawn),-10.3,1.5%,1.1%,-1.7%,-3.9,0.7,-5.1%,-11.1%,-20.4%
Cc1ccc(CNC(=O)c2cc(-c3ccccc3C)n(CC3CC(c4cccc([N+](=O)[O-])c4)=NO3)n2)cc1 (stereo not drawn),-13.1,?,-0.8%,10.7%,-39.8,-5.8,-0.2%,4.3%,6.6%
Cc1ccc(C(=O)NNC(=O)CCC(=O)Nc2cc(C)on2)cc1,10.6,6.8%,14.7%,-1.4%,3.0,0.4,9.5%,-4.2%,2.6%
COC(=O)Nc1ccc(S(=O)(=O)n2cnc3ccccc32)cc1,18.8,-0.3%,21.4%,1.5%,-1.6,4.8,2.8%,4.6%,-25.0%
